# From PubChem BioAssay
# CHRM4 antagonist – antagonists of human muscarinic M4 receptor (CHRM4) | AID 624125 | CHO-hM4 cells, ACh EC80, Fluo-8 calcium fluorescence | actives 0.73% (n = 360,000) | inhibition, % at 3 µM;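 active = inhibition above its plate's cutoff, the mean inhibition of sample wells plus 3 SD, cut at about 27% in these data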;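 also: 0% = acetylcholine EC80 with DMSO and 100% = DMSO without agonist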
# Target sequence (P08173 whole entry, looked up): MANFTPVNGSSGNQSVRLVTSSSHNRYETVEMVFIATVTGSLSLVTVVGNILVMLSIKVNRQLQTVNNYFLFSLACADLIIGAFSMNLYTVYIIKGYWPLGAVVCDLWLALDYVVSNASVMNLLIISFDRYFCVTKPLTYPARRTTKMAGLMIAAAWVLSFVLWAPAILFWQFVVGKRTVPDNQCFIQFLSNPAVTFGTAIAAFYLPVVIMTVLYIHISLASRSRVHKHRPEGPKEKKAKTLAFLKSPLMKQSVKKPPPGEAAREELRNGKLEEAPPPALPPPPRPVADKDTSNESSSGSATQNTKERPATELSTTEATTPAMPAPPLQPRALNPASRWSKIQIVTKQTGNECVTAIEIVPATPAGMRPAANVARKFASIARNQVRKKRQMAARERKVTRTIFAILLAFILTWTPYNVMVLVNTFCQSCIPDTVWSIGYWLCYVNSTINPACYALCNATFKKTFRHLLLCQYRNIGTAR
# CHO-K1 Ca PAM – M1 PAM counterscreen hit in parental CHO-K1 cells; ATP EC20, Fluo-8 calcium fluorescence; 0% at ATP EC20, 100% at ATP max; actives 0.02% (n = 360,000); activation, % at 3 µM;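 active = activation above the run cutoff, the mean activation of all test compounds plus 3 SD, cut at about 40% in these data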;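 also: peak over basal fluorescence ratio in a 140 s read after ATP addition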
# CHRM4 agonist – agonists of human muscarinic M4 receptor (CHRM4) | P08173 | CHO-K1 hM4/Gqi5, Fluo-8 calcium fluorescence; vehicle 0%, full acetylcholine response 100% | activation, % at 3 µM | actives 0.14% (n = 360,000);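 active = activation above the run mean over all test wells plus 3 SD, cut at about 32% in these data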;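 also: peak over basal fluorescence ratio per well then scaled between controls; 0% = DMSO wells and 100% = acetylcholine at EC100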
# M5 PAM – positive allosteric modulators of human muscarinic M5 receptor | AID 624038 | actives 0.3% (n = 360,000) | CHO-K1 hM5, Fluo-8 calcium, ACh EC20 PAM; 0% = ACh EC20, 100% = ACh EC100 | P08912 | activation, % at 3 µM;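 active = activation above the run cutoff, the mean activation of all test compounds plus 3 SD, cut at about 18% in these data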
# Target sequence (P08912 whole entry, looked up): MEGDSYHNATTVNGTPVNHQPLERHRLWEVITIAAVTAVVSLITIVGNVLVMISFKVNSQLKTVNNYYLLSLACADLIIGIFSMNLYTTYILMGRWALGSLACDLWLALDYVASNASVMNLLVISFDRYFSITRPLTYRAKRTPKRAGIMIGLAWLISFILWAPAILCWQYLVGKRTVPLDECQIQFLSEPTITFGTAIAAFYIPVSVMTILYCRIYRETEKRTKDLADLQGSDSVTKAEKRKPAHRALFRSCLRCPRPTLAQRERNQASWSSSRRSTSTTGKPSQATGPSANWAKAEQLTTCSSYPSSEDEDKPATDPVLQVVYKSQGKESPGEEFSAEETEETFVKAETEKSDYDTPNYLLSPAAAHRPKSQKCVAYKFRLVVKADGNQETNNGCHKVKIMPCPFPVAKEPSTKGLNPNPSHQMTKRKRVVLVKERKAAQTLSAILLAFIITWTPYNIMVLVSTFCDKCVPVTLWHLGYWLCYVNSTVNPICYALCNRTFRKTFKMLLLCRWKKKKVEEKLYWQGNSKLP
#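 Test system: CHO-K1 hM5 cells / Doses: single-point, 3 µM nominal / Times: Post-acetylcholine fluorescence recording 140 s / Technique: Fluo-8 calcium fluorescence / Measure: Max/basal fluorescence ratio as % of EC20–EC100 ACh window / Benchmarks: low control EC20 acetylcholine (0%), high control EC100 acetylcholine (100%) / Replicates: one well per compound, no replicates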
# CHRM5 antagonist – antagonists of human muscarinic M5 receptor (CHRM5); P08912; CHO-hM5 cells, Fluo-8 calcium fluorescence, ACh EC80; inhibition, % at 3 µM; actives 0.59% (n = 360,000); AID 624040;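 active = inhibition above a per-plate cutoff, the mean of that plate's test compounds plus 3 SD, cut at about 27% in these data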;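 also: 0% = acetylcholine EC80 with DMSO and 100% = DMSO without agonist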
# M4 PAM – potentiates acetylcholine response at human M4 receptor; P08173; CHO-K1 hM4/Gqi5, Fluo-8 calcium fluorescence, ACh EC20; 0% = ACh EC20, 100% = maximal ACh; activation, % at 3 µM; actives 0.4% (n = 360,000); AID 624126;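 active = activation above its plate's cutoff, the mean activation of sample wells plus 3 SD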; also: some results filed as inactive read as strong as hits
# M5 ag – CHRM5 agonism in calcium assay. P08912. CHO-K1 hM5 cells, Fluo-8 calcium fluorescence; 0% DMSO wells, 100% maximal acetylcholine response. activation, % at 3 µM. actives 0.19% (n = 360,000). AID 624037;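 active = activation above the run's mean over test compounds plus 3 SD, cut at about 23% in these data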;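 also: signal is peak over basal fluorescence ratio across the kinetic read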
# CHO-K1 Ca antag – nonselective inhibitor or artifact in parental CHO-K1 cells; ATP-induced calcium, Fluo-8 fluorescence; inhibition, % at 3 µM; actives 0.6% (n = 360,000); AID 602250;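 active = inhibition above a per-plate cutoff, the plate's mean sample inhibition plus 3 SD, cut at about 24% in these data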;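 also: 0% = DMSO plus EC80 ATP and 100% = DMSO alone without ATP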
# M1 ag parental – M1 agonist counterscreen hit in parental CHO-K1 cells | actives 0.48% (n = 360,000) | activation, % at 3 µM | Fluo-8 calcium fluorescence; scaled to maximal ATP response, vehicle zero; in the data active = activation above about 15%;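 also: untransfected CHO-K1 host cells lacking M1 receptor as counterscreen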
# * marks the source's active call; other numbers are inactive results.
SMILES,CHRM4 antagonist,CHO-K1 Ca PAM,CHRM4 agonist,M5 PAM,CHRM5 antagonist,M4 PAM,M5 ag,CHO-K1 Ca antag,M1 ag parental
O=C(CSc1nnnn1-c1ccccc1)Nc1ccccc1,-7.6,23.7,1.0,-0.8,-4.1,7.3,1.4,-12.4,1.6
COc1cc(/C=N/NC(=O)c2ccncc2)c([N+](=O)[O-])cc1OC,8.6,12.1,0.7,0.0,7.6,0.8,-2.1,-7.0,2.3
COC(=O)c1c(C)[nH]c(-c2csc(N)n2)c1C,1.5,24.9,0.8,3.4,2.0,-3.2,-1.8,-7.5,1.3
O=C(O)c1cccc(S(=O)(=O)NNc2ccccc2C(F)(F)F)c1,1.2,-0.8,0.5,1.2,0.2,-3.1,-1.6,-15.3,0.1
O=C(c1ccc2nccnc2c1)N1CCCC(Nc2ccc(F)c(F)c2)C1 (configuration not stated),-10.9,0.2,2.0,-6.3,15.8,0.2,-1.9,-9.3,1.6
Nc1ncncc1-c1ccc(Cl)cc1,-13.1,-2.9,1.2,-11.0,4.6,-9.1,-0.1,-7.4,2.7
O=C1NCCNC1(c1c[nH]c2ccccc12)C(F)(F)F (configuration not stated),-18.0,-1.8,-0.1,5.2,-3.0,9.6,0.0,-1.0,0.3
S=c1nc(-c2cccc(Br)c2)[nH][nH]1,-5.5,23.7,0.4,0.3,-5.5,3.8,0.2,-9.3,0.1
O=C(NCC(c1ccc(F)cc1)N1CCOCC1)c1cccnc1Sc1ccccc1 (configuration not stated),-6.2,-9.7,1.6,-0.6,6.9,1.5,1.7,3.2,0.6
COc1cc(C(=O)Nc2c(C(=O)N3CCOCC3)oc3ccccc23)cc(OC)c1OC,10.8,1.6,7.1,-1.5,11.4,-6.3,-0.7,-11.2,4.8
COc1cccc(OCCCCSc2ncccn2)c1,8.8,-4.6,-1.7,-1.0,-1.1,8.7,-2.1,11.6,0.3
Cc1nc(NC(=O)CCN2C(=O)C3CC=CCC3C2=O)sc1C (configuration not stated),-2.5,18.3,0.8,2.6,-2.4,0.7,-3.6,-8.5,1.4
COCCN(CC(=O)Nc1cccc(C)c1C)C(=O)Cc1ccsc1,-0.5,-13.1,0.0,-0.2,-1.7,5.9,2.3,-11.8,0.1
O=S(=O)(c1cccc(C(F)(F)F)c1)N1CCC(O)(c2cccnc2)CC1,4.6,-3.9,1.3,-1.1,0.5,5.8,-1.7,3.9,0.1
CCOC(=O)C1(Cc2ccc(OC)cc2)CCN(C(=O)Cc2cccnc2)CC1,-1.5,-10.8,2.7,-0.7,-5.3,-2.9,-1.6,7.1,0.9
CCOC(=O)CC(=O)CSc1nc(-c2ccccc2)cc(-c2ccc(Cl)cc2)c1C#N,-13.3,2.7,2.0,4.6,-9.8,14.4,3.8,-22.7,-0.4
Cc1cc(C(F)(F)F)nc(SCC(=O)Nc2c(C)n(C)n(-c3ccccc3)c2=O)n1,-0.6,-2.4,2.2,10.5,9.0,-1.6,-1.7,13.5,0.2
CCc1nc(NCCC(C)C)c(C#N)c2c1CCCC2,-9.5,7.1,0.6,-1.7,-8.0,13.3,0.6,3.9,0.3
Cc1ccc(NC(=O)c2cc3ccccc3oc2=N)cc1,6.8,-1.2,0.4,-1.9,5.3,-5.8,1.1,2.8,0.0
COc1cc(NC(=O)CCC(=O)N2CCN(S(=O)(=O)c3ccc(C)cc3)CC2)cc(OC)c1,-11.0,6.8,0.6,-0.9,5.1,9.9,-5.7,-16.0,-0.4
CCc1cccc(NC(=O)CCCn2nc(C)c3c(C)n(-c4ccccc4)nc3c2=O)c1,-1.8,15.3,-0.1,1.4,5.7,-0.6,-4.6,-16.4,-0.7
COc1cc2sc3cc(NCCCN4CCOCC4)ccc3c(=O)c2cc1OC,-2.4,5.0,1.0,-9.5,19.4,2.6,9.2,-1.4,-0.1
Cc1snc(SCc2ccc(F)cc2)c1C#N,-10.8,24.5,-1.1,2.4,-4.3,18.3*,-2.8,-6.2,2.8
O=c1[nH]c2ccc(S(=O)(=O)N3CCCC3)cc2[nH]1,5.1,6.3,-0.1,0.6,8.1,-2.3,0.0,-12.8,0.6
O=C(COC(=O)CNC(=O)C1CCCCC1)Nc1ccc2ccccc2c1,-3.3,12.9,3.6,4.0,0.3,0.7,-5.6,-4.0,1.0
CCN(CC(=O)NC1CC1)S(=O)(=O)c1ccc(OC)cc1,10.9,3.3,0.7,-2.1,11.8,8.4,1.7,-12.6,0.5
O=C(NCc1ccco1)C1CC2CCC1C2 (configuration not stated),-7.5,-5.6,1.3,4.8,0.5,-1.7,0.0,1.4,-0.1
CC(C)N(C(=O)COC(=O)c1ccc(Cl)s1)c1ccccc1,-8.4,-10.4,0.8,4.1,-3.7,2.9,-1.1,8.6,0.3
O=C(COC(=O)Cn1cnc2ccccc21)Nc1ccc2c(c1)C(=O)c1ccccc1C2=O,-7.1,-16.8,2.0,6.0,-13.1,-1.6,3.5,18.6,-0.3
CCOC(=O)C1=C(C)N(CCCC(=O)O)C(=O)NC1c1ccccc1OS(=O)(=O)c1ccc([N+](=O)[O-])cc1 (configuration not stated),2.3,13.4,-0.2,-1.7,13.4,2.8,1.3,-11.2,0.3
Nc1ccc(CCc2ccc(N)cc2)cc1,-5.7,19.2,3.2,5.3,2.9,0.9,-2.8,-15.8,1.6
Cc1cc(C)n(-c2ccc3nncn3n2)n1,2.1,-7.2,0.0,1.0,-8.0,3.4,-1.3,15.2,10.1
Fc1ccc(CSc2nnc(CN3CCOCC3)n2-c2ccccc2)c(Cl)c1,13.6,1.9,1.2,-6.2,3.5,-0.5,-0.8,-4.0,0.5
COc1ccc(N2CC(C)(C)C2=O)cc1,1.5,-10.0,0.6,-5.8,7.6,1.1,-1.6,3.8,0.1
NCCCC[C@@H](C(=O)NCCCCCCCCCCC(=O)N1CCNCC1)n1cc(CCO)nn1,3.0,7.6,-0.2,5.0,10.6,-4.8,-3.1,-9.3,0.8
Cc1ccc(C(C)C)c(OC/C(O)=C(\C#N)c2nc3ccccc3[nH]2)c1,-10.1,20.1,1.8,-6.3,4.8,-1.4,3.3,-14.9,2.1
C=CCNc1nc2cc(-c3ccc(C(=O)N4CCOCC4)cc3)sc2c(=O)n1C,-6.2,9.5,4.8,0.8,-3.4,2.9,2.5,-1.2,2.0
CC(C)c1nc(SCC(=O)NCC2CCCO2)c2c(=O)n(C)c(=O)n(C)c2n1 (configuration not stated),-9.7,13.4,2.2,2.9,9.9,2.4,-1.6,-10.7,1.6
Cc1cc(Cl)ccc1OC(C)C(=O)Nc1ccc(S(=O)(=O)Nc2cnc3ccccc3n2)cc1 (configuration not stated),-1.6,-12.4,2.1,-2.8,9.1,0.4,-4.1,13.5,0.6
CN(C)CC/C=C1/c2ccccc2Sc2c(O)cc(Cl)cc21,50.3*,-0.2,2.3,-16.4,98.4*,-14.6,-6.3,4.2,1.6
Cc1cccc(C)c1OCC(=O)N/N=C/c1cccn1C,-10.2,10.1,0.5,2.1,-3.7,5.5,-1.6,-1.5,-0.4
COc1ccc2c(c1)CCc1c(C(=O)N3CCc4ccccc4C3)noc1-2,-5.5,15.3,4.5,-4.8,-1.9,-2.6,1.6,-16.7,3.3
c1coc(-c2cc3nc(NCc4ccc5c(c4)OCO5)ccn3n2)c1,-10.2,-9.3,1.8,-3.5,-4.5,4.8,-0.1,8.8,-0.5
COc1ccccc1/C=C\C=N\n1c(C2CCCCC2)n[nH]c1=S,2.9,13.7,-0.8,-8.9,5.3,3.3,-3.0,-8.0,-0.1
CCCOc1cccc(C2C(C(=O)c3cccs3)=C(O)C(=O)N2Cc2cccnc2)c1 (configuration not stated),2.9,12.5,0.2,10.2,0.2,-5.0,3.6,-7.7,-0.1
COCCN(C(=O)COC(=O)c1cc(C)n(-c2ccccc2)c1C)c1c(N)n(Cc2ccccc2)c(=O)[nH]c1=O,-5.6,-4.9,0.3,10.6,-8.6,11.1,-2.8,-8.7,0.0
Nc1nnc(SCC(=O)Nc2cccc(S(=O)(=O)N3CCCCC3)c2)s1,-12.8,21.8,2.6,7.1,-3.2,7.4,5.8,-12.4,1.0
Cc1onc(-c2ccccc2)c1C(=O)Nc1nnc(CC(C)(C)C)s1,8.3,-13.6,-0.3,-0.4,9.3,-7.7,-0.6,-5.3,0.6
CC(=O)c1ccc(NC(=O)CN2CCN(S(=O)(=O)c3ccc4ccccc4c3)CC2)cc1,11.5,14.1,7.3,-11.9,0.7,-7.5,-4.0,-9.0,3.8
Cc1ccc(S(=O)(=O)Nc2cccc(S(=O)(=O)Nc3ccccc3C(=O)O)c2)c(C)c1,1.9,10.9,-0.7,-4.6,15.8,0.9,0.3,-15.9,0.1
Cc1cc(Br)c(S(=O)(=O)NCc2ccncc2)cc1C,2.5,-16.1,6.3,-18.3,15.7,0.8,-2.8,11.8,10.0
COc1ccc(C(=O)/C=C/C(=O)N(CC(=O)NC2CCCCC2)Cc2ccc(F)cc2)c(O)c1,4.5,0.8,4.4,2.1,-3.0,-4.3,-1.5,-14.9,3.0
CCSC1=NCCN1S(=O)(=O)c1ccc(Cl)cc1,-1.1,15.5,0.3,2.9,-2.3,-4.4,-4.5,0.9,0.0
O=C(Nc1ccc2c(c1)OCCO2)c1ccc(Cl)c(S(=O)(=O)N2CCOCC2)c1,-17.4,6.7,7.2,-15.4,-8.2,-13.7,4.4,-12.4,5.8
CCOc1ccc(OCC(=O)Nc2cccc(S(=O)(=O)NC3=NCCC3)c2)cc1,-7.8,-7.6,2.1,3.8,-1.5,6.7,2.9,5.0,0.0
NC(=O)CC(NC(=O)c1ccccc1)c1ccc(NCC2CC2)c([N+](=O)[O-])c1 (configuration not stated),1.9,-8.1,0.8,0.1,9.5,-3.5,-2.6,7.6,-0.3
Cc1cccc(C)c1NC(=O)CSc1nnc(-c2ccco2)c(-c2ccco2)n1,5.7,-8.2,-0.6,-1.6,-3.9,4.2,-2.5,-4.0,-0.2
Cc1cc(-c2nnc(SCCC(=O)Nc3ccccc3)o2)no1,7.5,10.8,3.6,-11.2,11.8,-3.7,-3.4,-10.3,1.7

# In a second layout: 5 of the compounds above
# Fields: CHRM4 antagonist, CHO-K1 Ca PAM, CHRM4 agonist, M5 PAM, CHRM5 antagonist, M4 PAM, M5 ag, CHO-K1 Ca antag, M1 ag parental
> O=C(Nc1ccc2c(c1)OCCO2)c1ccc(Cl)c(S(=O)(=O)N2CCOCC2)c1
 : -17.4, 6.7, 7.2, -15.4, -8.2, -13.7, 4.4, -12.4, 5.8
> CCOc1ccc(OCC(=O)Nc2cccc(S(=O)(=O)NC3=NCCC3)c2)cc1
 : -7.8, -7.6, 2.1, 3.8, -1.5, 6.7, 2.9, 5.0, 0.0
> Cc1cc(-c2nnc(SCCC(=O)Nc3ccccc3)o2)no1
 : 7.5, 10.8, 3.6, -11.2, 11.8, -3.7, -3.4, -10.3, 1.7
> COc1ccc(C(=O)/C=C/C(=O)N(CC(=O)NC2CCCCC2)Cc2ccc(F)cc2)c(O)c1
 : 4.5, 0.8, 4.4, 2.1, -3.0, -4.3, -1.5, -14.9, 3.0
> Cc1cccc(C)c1NC(=O)CSc1nnc(-c2ccco2)c(-c2ccco2)n1
 : 5.7, -8.2, -0.6, -1.6, -3.9, 4.2, -2.5, -4.0, -0.2
